# TWEAK-Fn14 inh = TWEAK-Fn14 signaling inhibition; TWEAK-stimulated Fn14 reporter cells, luciferase luminescence, 8 h; inhibition, % at 10 µM; 360,000 tested, 2% active; in the data active means inhibition above about 50%
# CF NFkB inh = blocks PAF-induced NF-kB reporter in cystic fibrosis cells | 360,000 tested, 0.86% active | KKLEB NF-kB-GFP reporter, GFP fluorescence overnight | inhibition, % at 5 µM;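 active means at least 50% inhibition at 5 µM, scaled per plate between neutral and stimulator controls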;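 further: PAF is a Pseudomonas aeruginosa culture filtrate used as stimulus; plate controls were PAF-stimulated DMSO wells for no effect and unstimulated DMSO wells for full effect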
# TRAIL sens C8 = caspase-8 TRAIL sensitization; NB7+C8 cells + TRAIL, ATPlite viability luminescence; inhibition (viability loss, TRAIL sensitization), % at 10 µM; 360,000 tested, 1% active;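 active means compounds causing at least 50% loss of cell viability in the single-dose screen, relative to plate controls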
# NCOA1 inh = inhibits human SRC1 coactivator | HEK293 GAL4-SRC1 luciferase reporter, luminescence | inhibition, % at 3.6 µM | 360,000 tested, 0.12% active | Q15788;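 active means inhibition above the campaign mean plus 3 SD, with each screening campaign given its own cutoff, cut at about 60% in these data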;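 further: 0% = DMSO treated cells and 100% = gossypol at 36 µM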
# Target sequence (Q15788 whole entry, looked up, the tested form may be a part): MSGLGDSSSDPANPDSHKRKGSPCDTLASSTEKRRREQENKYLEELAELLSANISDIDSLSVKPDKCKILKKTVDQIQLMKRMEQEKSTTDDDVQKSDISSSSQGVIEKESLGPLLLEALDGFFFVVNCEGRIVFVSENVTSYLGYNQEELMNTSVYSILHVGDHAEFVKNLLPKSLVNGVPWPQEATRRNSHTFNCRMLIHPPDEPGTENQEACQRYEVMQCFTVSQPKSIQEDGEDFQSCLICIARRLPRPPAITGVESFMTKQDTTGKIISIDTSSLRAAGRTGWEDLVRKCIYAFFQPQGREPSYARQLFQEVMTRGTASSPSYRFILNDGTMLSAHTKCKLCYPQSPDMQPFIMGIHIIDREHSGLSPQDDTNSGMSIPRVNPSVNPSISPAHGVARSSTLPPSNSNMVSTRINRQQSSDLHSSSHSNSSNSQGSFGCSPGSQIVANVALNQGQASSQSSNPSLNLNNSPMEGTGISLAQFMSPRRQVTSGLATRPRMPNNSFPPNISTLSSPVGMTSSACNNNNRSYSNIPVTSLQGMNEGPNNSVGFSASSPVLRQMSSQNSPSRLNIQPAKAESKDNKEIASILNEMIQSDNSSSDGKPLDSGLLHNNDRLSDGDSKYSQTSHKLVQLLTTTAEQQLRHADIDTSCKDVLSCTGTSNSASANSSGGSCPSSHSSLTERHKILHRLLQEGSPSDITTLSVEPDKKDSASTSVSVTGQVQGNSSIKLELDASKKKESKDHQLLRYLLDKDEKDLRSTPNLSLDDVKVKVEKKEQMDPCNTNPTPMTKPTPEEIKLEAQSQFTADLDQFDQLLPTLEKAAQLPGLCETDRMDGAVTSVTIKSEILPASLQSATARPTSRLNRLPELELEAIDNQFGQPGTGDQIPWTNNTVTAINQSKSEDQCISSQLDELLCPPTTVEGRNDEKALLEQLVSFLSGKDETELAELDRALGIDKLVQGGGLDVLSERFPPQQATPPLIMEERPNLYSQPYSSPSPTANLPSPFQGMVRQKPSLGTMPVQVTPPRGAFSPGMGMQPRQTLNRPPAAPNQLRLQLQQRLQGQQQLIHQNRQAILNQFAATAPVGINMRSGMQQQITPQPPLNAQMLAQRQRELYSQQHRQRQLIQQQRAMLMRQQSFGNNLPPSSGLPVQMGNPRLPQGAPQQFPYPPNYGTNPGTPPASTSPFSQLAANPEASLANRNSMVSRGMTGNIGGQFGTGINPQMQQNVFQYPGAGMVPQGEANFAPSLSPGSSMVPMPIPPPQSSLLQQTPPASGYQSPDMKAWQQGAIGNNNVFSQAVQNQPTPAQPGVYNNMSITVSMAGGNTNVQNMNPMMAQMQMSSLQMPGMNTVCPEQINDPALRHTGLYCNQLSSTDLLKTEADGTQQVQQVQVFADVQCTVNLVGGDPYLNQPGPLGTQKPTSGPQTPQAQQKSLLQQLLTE
# LRH-1 inv ag = inverse agonists of human LRH-1 (NR5A2). HEK293T StAR-luciferase reporter, LRH-1 transfected, 24 h. 360,000 tested, 0.13% active. O00482. inhibition, % at 3.6 µM;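 active means inhibition above the mean inhibition of all tested compounds plus 3 SD, cut at about 73% in these data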;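 further: 0% = DMSO wells and 100% = reporter-only cells lacking LRH-1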
# Shn3 3UTR inh = inhibitors of Schnurri-3 3'UTR reporter in osteoblasts; inhibition, % at 12.5 µM; Clone20 osteoblast Shn3 3'UTR firefly luciferase, 24 h; 360,000 tested, 0.52% active; AID 588674;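 active means mean inhibition of at least 75% with every replicate also reaching 75%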;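 further: 0% = median of neutral control wells and 100% = pilot-screen positive control compound; some compounds past the cut are filed as inactive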
# NCOA3 inh = inhibits human SRC3 coactivator | HEK293 GAL4-SRC3 luciferase reporter, luminescence | 360,000 tested, 0.17% active | Q9Y6Q9 | inhibition, % at 3.6 µM | AID 588352;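 active means inhibition above a per-campaign cutoff, the mean of all compounds plus 3 SD, cut at about 60% in these data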;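 further: 0% = DMSO-treated cells and 100% = gossypol-treated cells at 36 µM; higher means less SRC3-driven luciferase light from the GAL4 reporter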
# NR2F2 inh = inhibitors of human COUP-TFII (NR2F2); P24468; HEK293T NGFI-A luciferase reporter, luminescence; inhibition, % at 8.6 µM; 370,000 tested, 0.7% active;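 active means inhibition above a per-plate cutoff, mean inhibition of test wells between control levels plus 3 SD, cut at about 38% in these data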;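 further: cells cotransfected with COUP-TFII expression vector driving the NGFI-A reporter; 0% = median of COUP-TF2 test wells and 100% = reporter-only cells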
# EBV LMP1 NFkB = inhibitors of Epstein-Barr LMP1-induced NF-kappaB reporter; LMP1-induced NF-kappaB luciferase reporter cells, luminescence; inhibition, % at 12.5 µM; 350,000 tested, 0.69% active; in the data active means inhibition above about 41%;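 further: 0% = neutral control wells and 100% = reference inhibitor control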
# KKLEB tox = counter-screen for CF NF-kB inhibitors: cytotoxicity; 360,000 tested, 0.36% active; activity change (cytotoxicity), % at 5 µM; KKLEB CF airway cells viability, ATPlite luminescence, overnight; stronger effect = lower value; cells stimulated with P. aeruginosa culture filtrate;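 active means corrected activity change at or below -50% at 5 µM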
# TROY NFkB inh = blocks TROY-dependent signaling in reporter cells; Q293 LMP1-TROYcd NF-kB luciferase reporter, 4 h; inhibition, % at 10 µM; 360,000 tested, 0.98% active; AID 1347056;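 active means compounds whose plate-normalised and pattern-corrected inhibition of the luciferase reporter signal at the single screening dose is 50% or more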
# Active calls of the source: *; / = no result given. The list is partial (hit frequency here may not be typical).
SMILES,TWEAK-Fn14 inh,CF NFkB inh,TRAIL sens C8,NCOA1 inh,LRH-1 inv ag,Shn3 3UTR inh,NCOA3 inh,NR2F2 inh,EBV LMP1 NFkB,KKLEB tox,TROY NFkB inh
CCc1noc(C)c1C(=O)NNC(=O)c1ccc(F)cc1,-8,17,-7,-18,-2,3,-18,-8,0,-5,-2
COc1ccccc1N(CCC#N)C(=O)CSc1ccc2c(c1)OCCO2,5,8,11,7,-3,-6,12,7,3,0,-19
CC(=O)Nc1ccc(-n2c(C)c(C(C)=O)c(C(C)=O)c2C)cc1,-1,-10,12,0,-11,18,13,-6,3,10,4
O=C(CCCc1ccccc1)NCCS(=O)(=O)N1CCN(c2ccccc2F)CC1,4,27,-8,-10,-20,-41,-11,-15,-25,-3,-36
CCOc1cc(NC(=S)NCCCN2CCOCC2)c(OCC)cc1NC(=O)CC(C)C,-7,6,-2,-3,-4,2,-7,0,0,-20,-26
COc1ccc(CCCNC(=O)C2Cc3c(-c4ccc5c(c4)OCO5)ccnc3O2)cc1 (stereo not drawn),-34,-25,19,0,-5,-3,-15,10,/,-6,19
O=C(Nc1ccccc1C(=O)Nc1ccccn1)c1ccc([N+](=O)[O-])cc1,8,-21,10,-4,8,13,15,-15,-7,1,-7
C=CCN(C(=O)CCC(=O)Nc1cc(C)on1)C(C(=O)NC1CCCC1)c1ccc(C)cc1 (stereo not drawn),6,8,-1,9,-4,10,12,17,2,-8,1
CC1CCCCN1CCCNC(=O)c1nn(C)c2c1CS(=O)(=O)c1ccccc1-2 (stereo not drawn),0,7,-32,1,15,11,7,3,-9,-9,17
Cc1cc(C)cc(NC(=O)c2ccc([N+](=O)[O-])o2)c1,22,85*,-4,3,58,35,33,17,-26,-68*,-13
COC(=O)c1ccccc1-n1c(CCC(=O)O)ccc1-c1ccc(F)cc1,5,-2,-4,20,11,0,3,-2,2,8,-17
CCC(C(=O)Nc1ncc(C)s1)c1ccccc1 (stereo not drawn),13,11,-5,4,-3,12,28,18,-8,-6,2
CCCN=CC1=C(O)CC(c2ccccc2)CC1=O (stereo not drawn),0,14,-6,4,1,-1,10,-13,-11,-4,23
COc1ccc(-n2c(N)c(C(=O)NCc3ccco3)c3nc4ccccc4nc32)cc1OC,42,-38,-1,-10,-5,5,-4,5,6,10,3
CCOC(=O)c1nn(-c2ccc(F)cc2)cc1O,37,19,7,-38,-45,-29,-40,-15,2,12,-27
O=C(CSc1cccc2cccnc12)N/N=C/c1cccnc1,73*,-12,26,-16,1,21,-10,-1,/,-2,21
c1ccc(-c2cn3nc(-c4ccccc4)c(-c4ccccc4)nc3n2)cc1,-19,7,-8,2,8,-7,1,-4,4,-2,-17
COCCn1c(SCc2ccc(OC)c(F)c2)nc2ccccc2c1=O,-10,10,3,-22,11,31,9,13,12,0,-10
O=C(NCc1ccco1)c1ccc(Oc2ccccc2)cc1,-3,-14,4,-29,-67,-59,-57,-3,-12,19,-65
O=C(CN1C(=O)CC(c2ccccc2)S(=O)(=O)c2ccccc21)N1CCCC1 (stereo not drawn),4,0,-12,-13,-17,12,4,-14,3,13,4
CC1Cn2c(nnc2C23CC4CC(CC(C4)C2)C3)S1 (stereo not drawn),-2,-4,-1,7,-21,10,4,14,-7,-3,-6
CCOC(=O)[C@]12CCC=C1N(Cc1ccccc1)C(=O)[C@H](CC(=O)N1CCCC1)C2,16,/,-3,/,-34,/,/,-5,/,/,-16
COc1cc(/C=N/NC(=O)CNC(=O)c2ccco2)ccc1O,-3,0,0,10,-2,-16,8,-5,9,5,8
Cc1ccc(NC(=O)C(C)N2C(=O)c3ccccc3C2=O)c(C)c1 (stereo not drawn),5,11,-5,-17,-2,3,-3,-11,5,12,13
CC(C)C(=O)O/N=C(\N)c1ccccn1,-28,-6,-5,-6,-5,-24,1,0,4,2,1
COc1cc(S(=O)(=O)N(Cc2ccc(C)cc2)Cc2ccco2)ccc1-n1cnnn1,-16,-3,-13,0,-11,-1,6,-7,-8,5,-13
N#Cc1ccc(NC(=S)/N=C(\N)c2ccccc2)cc1,-23,-36,-12,-24,-30,-39,-13,-42,/,12,-33
O=C(Nc1ccnn1C1CCN(C2CCCCC2)CC1)c1cccc(F)c1,15,9,1,-3,2,8,0,3,-6,4,-41
O=C(c1cccc2ccccc12)N1CCN(CC2CC=CCC2)CC1 (stereo not drawn),-4,21,-15,14,-25,19,7,3,-4,0,3
CC1(C)Cc2c(cnn2-c2ccccc2)C(NC(=O)CCN2CCCC2=O)C1 (stereo not drawn),6,-6,-24,10,5,6,-4,-13,-4,1,-16
CCCOc1ccc(-c2c(C(=O)N/N=C/c3ccc(C)o3)nnn2-c2nonc2N)cc1,-12,-26,14,6,9,22,10,-7,-2,5,-5
O=C(COc1ccc(Cl)cc1)NCCNC(=O)c1cnccn1,9,14,-4,5,-1,4,12,-2,-3,1,-8
O=C(C=P(c1ccccc1)(c1ccccc1)c1ccccc1)c1ccccc1-c1ccccc1C(=O)C=P(c1ccccc1)(c1ccccc1)c1ccccc1,47,91*,49,59,94*,73,62*,80*,38,-79*,31
CCn1c(/C=C/c2cccc([N+](=O)[O-])c2)nc2ccccc2c1=O,10,-8,23,-10,-2,-3,-11,-4,-7,-13,-5
COCC1CCCN(C(=O)c2ccc3nc(Cc4cccc(Cl)c4)oc3c2)C1 (stereo not drawn),-20,13,-6,-35,-39,-16,-44,-35,-13,-7,-43
COc1cc2[nH]c(=O)n(CCC(=O)N3CCC(N4CCCCC4)CC3)c(=O)c2cc1OC,6,-21,1,-5,-1,-6,7,-10,3,9,0
COc1cccc(N(CC(=O)N2CCCC2)S(C)(=O)=O)c1,0,-4,-7,-8,-11,12,-5,-1,7,11,9
COc1ccc(NC(=S)c2ccccc2)cc1,-9,-5,11,-70,-89,-160,-40,-12,-2,10,-33
Cc1cccc(NC(=O)CCC2CCN(C(=O)c3ccc(C)s3)CC2)c1,-2,13,-8,10,7,14,-14,-1,-3,-16,6
Cn1c(SCC(=O)NC2CCCC2)nnc1-c1ccc(S(=O)(=O)N2CCOCC2)cc1,4,0,-32,5,3,-8,18,-20,9,-8,-8
O=C1c2ccccc2CC1Sc1nnc(-c2ccncc2)o1 (stereo not drawn),9,0,9,-3,-1,10,1,4,7,-10,-3
COC(=O)c1ccc(N=Cc2c(C(F)(F)F)[nH][nH]c2=O)cc1,-9,3,2,2,7,9,-8,0,-8,2,-11
O=C1CC(c2ccc(Cl)c([N+](=O)[O-])c2)c2ccc3ccccc3c2N1 (stereo not drawn),2,-6,12,-13,10,24,11,13,5,3,31
Cn1c(N)c(C(=O)COC(=O)c2ccc(-c3ccccc3)cc2)c(=O)n(C)c1=O,15,-29,-1,9,-8,66,-18,-5,11,7,32
COc1cccc(N=Nc2c(N)[nH][nH]c2=O)c1,-10,31,8,-21,-54,-33,-37,-20,-7,-18,-26

# Structural class: those above with a Cl atom.
SMILES,TWEAK-Fn14 inh,CF NFkB inh,TRAIL sens C8,NCOA1 inh,LRH-1 inv ag,Shn3 3UTR inh,NCOA3 inh,NR2F2 inh,EBV LMP1 NFkB,KKLEB tox,TROY NFkB inh
O=C(COc1ccc(Cl)cc1)NCCNC(=O)c1cnccn1,9,14,-4,5,-1,4,12,-2,-3,1,-8
COCC1CCCN(C(=O)c2ccc3nc(Cc4cccc(Cl)c4)oc3c2)C1 (stereo not drawn),-20,13,-6,-35,-39,-16,-44,-35,-13,-7,-43
O=C1CC(c2ccc(Cl)c([N+](=O)[O-])c2)c2ccc3ccccc3c2N1 (stereo not drawn),2,-6,12,-13,10,24,11,13,5,3,31

# Additional structures:
SMILES,TWEAK-Fn14 inh,CF NFkB inh,TRAIL sens C8,NCOA1 inh,LRH-1 inv ag,Shn3 3UTR inh,NCOA3 inh,NR2F2 inh,EBV LMP1 NFkB,KKLEB tox,TROY NFkB inh
COC(=O)c1cc(S(=O)(=O)NCCN2CCN(c3ccccc3F)CC2)c[nH]1,19,-30,-10,-11,-1,-7,19,9,2,5,-19
CCCCCCn1c(=O)[nH]c2c(c1=O)CCC2,-36,4,4,-2,-11,10,11,-28,3,3,-3
O=C(NCc1cccnc1)c1cnc2n(c1=O)CCS2,-1,-18,0,-10,-21,7,-5,14,1,8,2
Cn1c(=O)c(C(=O)Nc2ccccc2S(N)(=O)=O)c(O)c2ccccc21,3,15,-13,-30,-21,-29,-20,16,-27,5,-20
CC(=O)c1ccc(NC(=S)NCC(c2ccco2)N2CCCC2)cc1 (stereo not drawn),-1,-9,7,2,-18,13,-3,-1,6,12,0
CCN(CC(=O)Nc1c(F)cccc1F)C(=O)CNC(=O)COc1ccccc1,4,20,20,-5,-14,3,4,9,-1,-9,8
Cc1ccc(NC(=O)CCN2C(=O)c3ccccc3C2=O)cc1,11,-2,4,3,6,5,-12,16,0,7,13
O=C(CSC1=NS(=O)(=O)c2cc(F)ccc2N1)Nc1ccc(F)cc1,4,17,8,-1,0,9,-2,-2,1,-5,3
COCCn1c(SCC(=O)Nc2ccc(F)cc2)nc2c([nH]c3ccccc32)c1=O,14,7,11,-6,4,-14,11,-7,-1,3,1
CC(C)n1cnc2c(N(C)c3ccccc3)nc(N(CCN(C)C)Cc3ccccc3)nc21,-54,10,22,15,-2,-3,-14,10,-3,-13,-8
CC(C)(C)n1nc2c(c1NC(=O)c1ccc([N+](=O)[O-])cc1)CS(=O)(=O)C2,4,-19,-16,19,5,5,3,-5,4,2,6
O=C(O)c1ccccc1-c1ccccc1C(=O)Nc1cccc(-c2nc3ccccc3o2)c1,0,11,4,-35,-8,0,-29,3,-5,2,-25
CN(C)S(=O)(=O)c1ccc(N2CCCC2)c(C(=O)NCC2CCCO2)c1 (stereo not drawn),4,-11,-28,12,-11,-5,0,-18,1,5,-14
CCOc1cc(CNC2CCCC2)ccc1OCc1ccccc1Cl,-7,9,31,2,-33,26,17,0,-13,1,-4
CC1=NN(C(N)=S)C(=O)C1N=Nc1ccc([N+](=O)[O-])cc1 (stereo not drawn),-31,-22,-1,0,23,16,-42,/,-3,-9,-33
Cc1ccc(C=C2C=C(c3ccccc3)OC2=O)cc1,-20,13,-15,-27,-56,-33,-37,-13,-3,-5,-42
CC(CNC(=O)CCc1nnc2ccc(N3CCC4(CC3)OCCO4)nn12)c1ccccc1 (stereo not drawn),0,-13,3,-43,2,-13,-7,-3,5,-1,-14
CC(=O)Nc1ccc2oc(-c3ccccc3)nc2c1,14,-9,27,-130,-177,-73,-83,-44,-6,9,-52
C[C@@H]1CN([C@H](C)CO)C(=O)c2cc(/C=C/c3ccccc3)cnc2O[C@H]1CN(C)C(=O)NC1CCCCC1,6,-6,-23,4,-7,8,-3,12,3,8,2
COC(=O)C1CCN(C(=O)COC(=O)CNC(=O)c2ccc(Cl)cc2Cl)CC1,1,37,-11,-3,-35,-12,21,23,2,-26,-2
O=C(CONS(=O)(=O)c1ccc(Cl)cc1)NCCNc1ncc(C(F)(F)F)cc1Cl,-4,6,-3,2,2,5,3,14,0,7,34
Cc1ccc(-c2noc(CCC(=O)Nc3cccc(C#N)c3)n2)cc1,-5,-3,-12,-7,-22,14,8,10,1,6,-22
